Yp Topo-I inh: inhibitors of Yersinia pestis topoisomerase I. Y. pestis Topo-I cleavage product accumulation, plate reader. activity, % at 10 µM. 0.064% of 360,000 active; in the data active = activity above about 50%, passing the limit was not always enough; inconclusive = no clear call, values can overlap the other calls; note: inactives centre near 2
VHR inh abs: blocks human VHR1 dual specificity phosphatase. P51452. recombinant VHR phosphatase, pNPP absorbance. inhibition, % at 13.3 µM. 0.52% of 290,000 active; in the data active = inhibition above about 50%; note: some compounds called inactive have numbers as strong as hits
Target sequence (P51452 whole entry, looked up): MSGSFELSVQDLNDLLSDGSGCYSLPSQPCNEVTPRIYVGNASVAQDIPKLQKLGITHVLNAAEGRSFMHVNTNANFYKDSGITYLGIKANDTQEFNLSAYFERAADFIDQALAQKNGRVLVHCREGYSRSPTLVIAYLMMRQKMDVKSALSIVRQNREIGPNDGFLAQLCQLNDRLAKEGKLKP
PfHsp40 rescue: rescue of PfHsp40-mediated yeast toxicity. growth rescue, % at 12.5 µM. 0.68% of 340,000 active. S. cerevisiae expressing PfHsp40, growth rescue, ATP luminescence; in the data active = growth rescue above about 28%, passing the limit was not always enough; inconclusive = no clear call, values can overlap the other calls;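 note: yeast W303a lacking pdr1 and pdr3 grown in galactose medium; growth measured after three days at 30 °C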
Vc quorum ag: induces V. cholerae light production without autoinducers; V. cholerae BH1578 lux reporter, luminescence, 6 h; activation, % at 18.7 µM; 0.16% of 350,000 active; in the data active = activation mostly above about 9.7%, no sharp cut-off; inconclusive = no clear call, values can overlap the other calls; inactive = mostly below about 3.7%; note: not every result past the cut was called active; inactives centre near 0; reference of the scale not given here
MazF activator: activators of E. coli MazEF toxin-antitoxin RNase; FAM/BHQ RNA-DNA oligo cleavage fluorescence, 5 h; activation, % at 20 µM; P0AE70; 0.32% of 350,000 active; in the data active = activation above about 50%
Target sequence (P0AE70 whole entry, looked up): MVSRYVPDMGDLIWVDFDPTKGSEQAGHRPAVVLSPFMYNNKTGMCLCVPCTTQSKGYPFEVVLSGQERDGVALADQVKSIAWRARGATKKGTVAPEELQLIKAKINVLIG
Anthrax LF inh2: inhibitors of Bacillus anthracis lethal factor protease. multiplex microsphere protease cleavage assay, LF. inhibition, % at 10 µM. 0.12% of 360,000 active; in the data active = inhibition above about 30%; inconclusive = no clear call, values can overlap the other calls; note: plate controls were buffer without enzyme for full effect and enzyme alone for no effect
SSB-PriA inh: blocks PriA binding to SSB C-terminal tail. AID 1272365. AlphaScreen SSBct-PriA binding, biotinylated peptide. inhibition, % at 33 µM. 0.6% of 430,000 active; in the data active = inhibition mostly above about 37%, no sharp cut-off; inactive = mostly below about 20%;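 note: plate controls were negative control peptide for no effect and reference peptide for full effect; strong numbers were not always called active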
TcdB GH inh: blocks C. difficile toxin B glycohydrolase activity; P18177; TcdB glycohydrolase enzymatic assay, plate reader; inhibition, % at 9.99 µM; 0.24% of 350,000 active; AID 652162; in the data active = inhibition above about 10%
Rv3671c inh: Rv3671c (M. tuberculosis) protease inhibition | P9WHR9 | inhibition, % at 5.96 µM | 0.048% of 320,000 active; in the data active = inhibition above about 38%;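 note: extracellular domain of Rv3671c used as enzyme; 0% = enzyme with DMSO and 100% = no enzyme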
Target sequence (P9WHR9 whole entry, looked up, the tested form may be a part): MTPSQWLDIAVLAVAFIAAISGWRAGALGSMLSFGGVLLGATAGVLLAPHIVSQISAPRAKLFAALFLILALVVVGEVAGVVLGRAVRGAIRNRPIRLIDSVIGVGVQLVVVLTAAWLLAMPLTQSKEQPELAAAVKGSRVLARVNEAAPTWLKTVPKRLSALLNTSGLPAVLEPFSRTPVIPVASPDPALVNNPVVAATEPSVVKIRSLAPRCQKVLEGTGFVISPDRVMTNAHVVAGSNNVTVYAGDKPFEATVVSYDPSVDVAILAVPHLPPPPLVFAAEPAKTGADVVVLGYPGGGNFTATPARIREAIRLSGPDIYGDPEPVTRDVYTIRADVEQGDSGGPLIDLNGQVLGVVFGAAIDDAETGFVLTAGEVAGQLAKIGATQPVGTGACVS
SARS 3CLpro inh: SARS-CoV 3CLpro protease inhibition | P0C6X7 | recombinant SARS-CoV 3CLpro, quenched FRET peptide cleavage | inhibition, % at 6 µM | 0.14% of 290,000 active; in the data active = inhibition above about 12%
Starred values were filed as active, the others as inactive; i = inactive; ? = inconclusive; / = no result given; & = joins results of further samples. This is a subset; the hit share may differ from the screen's.

entry	compound	Yp Topo-I inh	VHR inh abs	PfHsp40 rescue	Vc quorum ag	MazF activator	Anthrax LF inh2	SSB-PriA inh	TcdB GH inh	Rv3671c inh	SARS 3CLpro inh
1	CCS(=O)(=O)c1nc2ccccc2n1CC(=O)N1CCCCC1	0	4	-1.4	i	9	-4	2&-3	/	9	1
2	COc1ccc(NC(=O)CCNS(=O)(=O)c2ccc(Cl)c([N+](=O)[O-])c2)cc1S(N)(=O)=O	3	-10	0.6	-0.3	-10	-1	-2	-0.5	-5	-1
3	S=C(NCc1ccco1)NCC(c1ccco1)N1CCCCC1 (stereo not drawn)	4	-15	-2.5	i	-8	1	12	-1.3	0	0
4	CN(Cc1cnccn1)C(=O)C1CCC(=O)N(CCc2ccc(Cl)cc2)C1 (stereo not drawn)	-7	-13	-0.9	-0.3	1	2	-14	1.4	-4	-4
5	O=[N+]([O-])c1ccc2nc(-c3ccccc3)n(OCc3ccc(Cl)cc3)c2c1	-10	13	0.0	-0.2	-1	-12	-12	/	-20	-11
6	Cc1cc(C(=O)NN=C2CCCCCC2)c(C)o1	3	19	0.5	-0.3	7	-2	2	-0.9	-3	0
7	COC(=O)c1c(NC(=S)NNS(=O)(=O)c2ccc(OC)cc2OC)sc2c1CCCCCC2	-4	-2	0.3	-0.3	-1	0	15	0.9	/	5
8	COc1ccc(/C=N/Nc2nccnc2Cl)cc1	-13	20	?	-0.4	2	-2	/	/	5	3
9	O=C(Nc1cccc(Cl)c1)c1ccc(NCCCN2CCOCC2)c([N+](=O)[O-])c1	-2	14	-1.0	0.9	45	-6	30	/	0	-5
10	COc1cc(OC)cc(C(=O)OCCCOC(=O)c2cc(OC)cc(OC)c2)c1	9	-6	0.3	-3.4	-6	1	-13	1.2	1	-3
11	CCOC(=O)C1(CCOc2ccccc2)CCN(C(=O)c2ccc(-n3cccn3)cc2)CC1	19	10	7.6	-2.6	-16	4	-6	0.5	-3	0
12	COc1cc(/C=C/C(=O)OCC(=O)NCCCc2ccccc2)ccc1O	16	/	1.0	i	0	0	-8	0.2	-8	/
13	O=C(NCCCN1CCOCC1)c1ccc2c(=O)n(Cc3cccc(Br)c3)c(=S)[nH]c2c1	-6	-8	1.5	-0.1	-2	-3	3	/	-67	4
14	COc1ccc2[nH]cc(C(=O)CN3CCN(C(=O)c4ccco4)CC3)c2c1	2	24	-1.1	5.0	4	2	-3	/	-10	0
15	CCOc1ccc(NC(=S)N2CCC(NC(=O)c3ccccc3)CC2)cc1	-3	20	0.8	-0.4	8	3	-9	0.4	4	-3
16	CCN(CC)C(=O)C1=C(C)N(Cc2ccccc2)C(=O)C(CC(=O)NC2CCCCC2)C1 (stereo not drawn)	-3	/	/	-0.4	12	2	/	-5.3	/	/
17	Cc1ccc(N2C(=O)/C(=C/c3ccco3)SC2=S)cc1	-8	16	3.3	-0.3	15	4	24	-0.1	-3	5
18	CC(Sc1nc(C(F)(F)F)nc2ccccc12)C(=O)NC1CCCC1 (stereo not drawn)	-6	/	0.5	-5.0	-6	-3	-6	1.7	/	/
19	CCC(=O)N(Cc1cc(=O)[nH]c2ccccc12)C1CCCCC1	-3	8	-2.2	i	8	-3	-20	/	9	-4
20	CCC(C)(C)n1nnnc1C(C(C)C)N(Cc1cccnc1)Cc1ccco1 (stereo not drawn)	39	4	-0.4	i	-7	-8	-8	0.3	3	0
21	COc1ccccc1N(C)S(=O)(=O)c1ccc(C(=O)OCC(=O)NCCC2=CCCCC2)cc1	48	-4	0.1	-0.1	-7	-2	-17	1.0	-5	1
22	CCC(=O)NC(=S)Nc1ccc(NC(=O)c2ccco2)c(OC)c1	0	-10	-0.4	-0.3	-8	1	-14	/	-5	4
23	CC(=O)N1CCN(C(=S)NC(=O)c2c(-c3ccccc3Cl)noc2C)CC1	-9	33	-0.1	i	20	-1	1	1.1	8	1
24	C(=C\c1ccccc1)/CN1CCN(Cc2ccc3c(c2)OCO3)CC1	5	19	0.7	-1.0	0	-17	-7	0.1	3	2
25	COc1ccc(-n2cc(CN(C)Cc3n[nH]c(=O)[nH]3)c(-c3cccc(F)c3)n2)cc1	-6	-26	-0.1	-0.6	6	-8	-2	1.0	-4	1
26	O=C(Nc1cccc(-c2cn3cccnc3n2)c1)c1ccc(Br)o1	1	21	1.6	-1.4	-5	-4	-6	0.0	-13	-2
27	NC(Cc1cnc[nH]1)c1csc(Nc2ccc(C(F)(F)F)cn2)n1 (stereo not drawn)	-10	/	/	-0.4	/	-6	/	1.4	/	/
28	O=C(NCc1ccco1)C1c2ccccc2Oc2ccccc21	1	11	-1.5	i	-7	1	-4	/	-8	-6
29	Fc1ccccc1-c1nc(NCc2ccco2)c2ccccc2n1	7	11	0.3	i	7	-1	-3	0.3	-4	4
30	COc1cccc(-c2nn(-c3ccc(C)cc3)cc2C(=O)NCC(c2cccs2)N2CCOCC2)c1 (stereo not drawn)	4	/	3.0	i	-3	-7	2	-1.8	-18	/
31	CN(C)c1ccc(/C=N/N=C2/NC(=O)/C(=C/c3ccc([N+](=O)[O-])cc3)S2)cc1	0	29	-0.5	-1.7	-1	-12	/	/	9	7
32	CCCn1c(C)cc(C(=O)CSc2nc3ccccc3c(=O)n2Cc2ccco2)c1C	13	3	1.4	-0.2	-4	-3	-12	1.1	-11	-3
33	O=C(Nc1ccc(Cl)cc1F)C1CC1c1ccccc1 (stereo not drawn)	-11	6	3.8	i	-2	1	-27	3.5	-8	7
34	O=C(NCc1ccc2c(c1)OCO2)c1cccnc1Cl	3	-15	-0.4	i	3	-2	2	1.3	1	1
35	CN1CCN(Cc2cccc(Oc3ccccc3)c2)CC1	0	2	0.0	-1.8	4	-4	1	1.4	7	3
36	COc1ccc(C)cc1NC(=O)CCN1CC(C)OC(C)C1 (stereo not drawn)	-6	12	2.3	i	3	-7	-6	2.1	0	-5
37	Cc1ccc(N(C)S(=O)(=O)c2cccc(C(=O)OCC(=O)N(C)Cc3ccccc3)c2)cc1	30	/	/	-0.8	-6	-3	/	0.5	/	/
38	Cc1ccc(C(C(=O)NC2CCCCC2)N(Cc2ccco2)C(=O)Cn2cnc3ccccc32)cc1 (stereo not drawn)	19	9	0.1	0.7	1	-1	1	/	-7	4
39	O=[N+]([O-])c1cccc(-c2nnc(-c3ccc4c(c3)OCO4)o2)c1	1	-4	0.5	3.3	9	-6	1	1.2	-12	2
40	CCN(CC(=O)Nc1c(F)cccc1F)C(=O)c1ccc(-c2ccccc2)cc1	20	/	-0.4	-0.6	-6	/	-12	0.6	1	/
41	O=C(NC1CCCCCC1)C1Cc2ccccc2CN1C(=O)c1ccco1 (stereo not drawn)	11	20	-1.5	-0.1	0	4	-2	0.7	1	2
42	CCC(=O)N1N=C2CC(C)(C)OCC2C1c1ccccc1 (stereo not drawn)	2	51*	-0.8	3.4	4	-2	-1	/	2	4
43	O=Cc1c(C(=O)O)n(Cc2ccccc2F)c2ccccc12	-8	-13	0.3	1.5	-16	4	1	2.4	-2	-1
44	COc1cccc(C(=O)Nc2cccc(OCC(=O)O)c2)c1	6	26	0.8	i	4	-3	-5	/	-3	-2
45	O=C(CSc1nnnn1-c1ccccc1)Nc1ncc(Cc2cc(Cl)ccc2Cl)s1	9	17	-1.3	-0.3	-40	4	-8	/	4	-2
46	CN1CCN(c2nc(-c3ccccn3)nc3ccccc23)CC1	3	-24	0.1	-0.6	3	-1	46*	/	-15	2
47	Cn1cc(C[C@H](NC(=O)OC(C)(C)C)C(=O)N[C@@H](CO)Cc2ccccc2)c2ccccc21	25	/	0.4	5.0	1	0	18	1.2	2	/
48	COC(=O)c1c(NS(=O)(=O)c2ccccc2)csc1C	-2	-6	-0.7	-0.4	-3	-1	-4	7.2	0	0
49	O=C(c1cccc(N2C(=O)C3CC=CCC3C2=O)c1)N1CCCc2ccccc21 (stereo not drawn)	8	18	-0.2	-1.3	1	-3	-2	-0.4	4	2
50	COc1ccc(C2c3ccc4ccccc4c3Oc3ncn(CCN4CCOCC4)c(=N)c32)cc1OC (stereo not drawn)	4	4	-0.6	i	17	7	14	-0.8	0	-8
51	O=[N+]([O-])c1cc(C(F)(F)F)ccc1NCC1CCCO1 (stereo not drawn)	6	-4	0.6	-0.4	92*	10	-16	0.9	-8	4
52	COc1ccc(OC)c(NC(=O)COC(=O)c2ccc(OC)c(S(=O)(=O)N3CCCC3)c2)c1	3	/	0.1	-0.8	3	-10	2	1.2	-11	/
53	Cc1cc(C)nc(N(C#N)CC(=O)Nc2ccccc2)n1	-2	13	0.6	-0.4	5	-2	-13	/	-1	0
54	Cc1ccc(C2=NCCn3nc4cc(C(F)(F)F)ccc4c32)cc1	4	/	-1.3	-1.2	1	-9	6	1.3	1	/
55	CC(=O)N1CCN(C(=S)NCc2ccccc2)CC1	1	7	-2.3	-0.4	8	-1	1	/	-3	1
56	COc1ccc(CCNC(=O)c2cccc(Br)c2)cc1OC	-1	0	-1.1	-0.2	4	-2	3	-6.4	0	5
57	COc1c(Cl)cc(Cl)cc1/C=N/NC(=O)c1nnn(-c2nonc2N)c1CN1CCC(C)CC1	11	-4	1.0	i	-29	-3	/	0.4	0	1
58	Cc1ccccc1NC(=O)Nc1cnccn1	10	36	-1.5	i	4	3	-5	1.5	0	-8
59	COc1cc2c(cc1OC)CN(S(=O)(=O)c1ccc3c(c1)OCCO3)CC2	15	11	3.3	-0.7	8	?	4	/	-6	-4
60	COc1cccc(-n2cc(CN(C)Cc3nc(Cc4cccc(F)c4)no3)cn2)c1	6	7	1.1	i	-1	-1	-20	0.5	-5	-2

4 structures already listed, sorted by heavy-atom count, lowest first.
entry	compound	Yp Topo-I inh	VHR inh abs	PfHsp40 rescue	Vc quorum ag	MazF activator	Anthrax LF inh2	SSB-PriA inh	TcdB GH inh	Rv3671c inh	SARS 3CLpro inh
53	Cc1cc(C)nc(N(C#N)CC(=O)Nc2ccccc2)n1	-2	13	0.6	-0.4	5	-2	-13	/	-1	0
54	Cc1ccc(C2=NCCn3nc4cc(C(F)(F)F)ccc4c32)cc1	4	/	-1.3	-1.2	1	-9	6	1.3	1	/
32	CCCn1c(C)cc(C(=O)CSc2nc3ccccc3c(=O)n2Cc2ccco2)c1C	13	3	1.4	-0.2	-4	-3	-12	1.1	-11	-3
52	COc1ccc(OC)c(NC(=O)COC(=O)c2ccc(OC)c(S(=O)(=O)N3CCCC3)c2)c1	3	/	0.1	-0.8	3	-10	2	1.2	-11	/

(list continues)
entry	compound	Yp Topo-I inh	VHR inh abs	PfHsp40 rescue	Vc quorum ag	MazF activator	Anthrax LF inh2	SSB-PriA inh	TcdB GH inh	Rv3671c inh	SARS 3CLpro inh
61	O=C(Cc1ccsc1)NCC(=O)Nc1ccc(F)c(F)c1	2	14	-1.4	-5.3	5	-4	0	1.4	2	1
62	COc1cccc(-c2csc(N3CCN(CC(=O)Nc4ccc5c(c4)OCO5)CC3)n2)c1	-6	14	-0.4	-0.3	-8	-7	-10	0.3	7	3
63	O=C(C1CC(=O)N(c2ccccc2)C1)N1CCCCCC1 (stereo not drawn)	2	14	0.8	0.5	1	-1	-14	0.4	1	-1
64	CSc1ccccc1-n1nnnc1SCC(=O)Nc1ccccc1C	10	-20	1.3	i	4	0	-16	/	-4	4
65	COc1ccc(NC(=O)Nc2cccc(C)n2)cc1	5	11	2.2	-0.3	5	-3	0	2.1	6	-2
66	Cc1ccc(N(CC(O)CN2CCCC2)S(=O)(=O)c2ccc(C)cc2)cc1 (stereo not drawn)	-1	17	-0.4	i	8	0	-3	0.8	-6	-2
67	COc1ccc(-n2c(SCC(N)=O)nnc2-c2ccccc2F)cc1	3	-9	-0.4	i	-5	0	-19	/	2	-3
68	CCN(CC)S(=O)(=O)c1ccc(C(O)=C(C#N)c2nc3ccccc3n2C)cc1	4	/	-1.3	-1.1	-1	5	-11	1.0	/	/
69	FC(F)(F)c1nnc2ccc(N3CCCCC3)nn12	-3	/	/	-0.4	9	/	-12	1.0	-3	/
70	CCCc1nc(C)cc(N2CCN(c3ccccc3)CC2)n1	1	2	0.0	i	-10	-16	9	-4.4	9	0
